OX1R antag-1: OX1R (HCRTR1) antagonists, primary screen, fluorescence, CHO/OX1R cells, Fluo-8 calcium, orexin A; actives 0.43% (n = 330,000); Fluo-8 calcium fluorescence; inhibition, % at 5 µM; AID 434989, 2010; Orexin/Hypocretin receptor type 1 (Homo sapiens), O43613;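 active = inhibition above its plate's threshold, mean inhibition of all tested compounds on the plate plus 3 SD, cut at about 37% in these data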;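 note: 0% = orexin A challenge wells and 100% = SB-334867-A antagonist wells; not every result past the cut was called active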
Target sequence (O43613 whole entry, looked up): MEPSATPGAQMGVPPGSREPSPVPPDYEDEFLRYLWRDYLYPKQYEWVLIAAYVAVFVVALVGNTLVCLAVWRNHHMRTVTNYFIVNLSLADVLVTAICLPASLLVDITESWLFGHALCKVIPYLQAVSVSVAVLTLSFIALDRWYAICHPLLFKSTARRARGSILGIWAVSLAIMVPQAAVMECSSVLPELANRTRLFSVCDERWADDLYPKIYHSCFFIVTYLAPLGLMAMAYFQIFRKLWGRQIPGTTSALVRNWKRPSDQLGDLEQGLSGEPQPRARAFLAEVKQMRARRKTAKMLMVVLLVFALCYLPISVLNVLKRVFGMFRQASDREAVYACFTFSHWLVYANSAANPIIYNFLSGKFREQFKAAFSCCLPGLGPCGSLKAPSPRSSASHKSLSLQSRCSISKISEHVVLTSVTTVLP
OX1R antag-2: antagonists of human orexin 1 receptor (OX1R); AID 485270, 2010; actives 1.8% (n = 330,000); OX1R-expressing cells, FRET antagonist read-out; inhibition, % at 6.6 µM; in the data active = inhibition mostly above about 38%, no sharp cut-off; inactive = mostly below about 40%;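 note: 0% = agonist challenge alone and 100% = reference antagonist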
CHT PAM: CHT positive allosteric modulators, primary screen, cell-based, membrane potential dye, choline EC20. High affinity choline transporter 1 (Homo sapiens), Q9GZV3. B-score at 10 µM. actives 0.49% (n = 310,000). CHT-expressing cells; stronger effect = higher value; LV-AA mutant CHT in HEK293 cells;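 active = initial fluorescence not abnormally high and integrated response B-score, plate-corrected, over 3 SD above library mean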
Target sequence (Q9GZV3 whole entry, looked up): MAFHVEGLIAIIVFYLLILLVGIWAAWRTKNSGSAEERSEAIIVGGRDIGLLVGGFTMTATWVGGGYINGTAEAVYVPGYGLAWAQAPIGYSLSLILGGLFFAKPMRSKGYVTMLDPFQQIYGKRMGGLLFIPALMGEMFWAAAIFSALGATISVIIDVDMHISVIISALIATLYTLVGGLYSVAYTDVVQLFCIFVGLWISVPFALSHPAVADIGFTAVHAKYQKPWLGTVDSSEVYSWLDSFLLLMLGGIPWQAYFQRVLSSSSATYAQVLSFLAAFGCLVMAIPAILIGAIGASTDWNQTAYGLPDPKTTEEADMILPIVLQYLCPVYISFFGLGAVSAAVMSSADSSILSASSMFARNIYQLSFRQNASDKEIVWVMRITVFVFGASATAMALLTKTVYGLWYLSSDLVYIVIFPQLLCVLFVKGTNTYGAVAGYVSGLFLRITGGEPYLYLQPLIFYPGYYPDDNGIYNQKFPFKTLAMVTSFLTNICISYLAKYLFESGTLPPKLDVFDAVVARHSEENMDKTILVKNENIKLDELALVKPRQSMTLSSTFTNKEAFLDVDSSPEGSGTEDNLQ
Starred values were filed as active, the others as inactive; i = inactive; nt = not tested or not shown; & = joins results of further samples.

Second line of a record: OX1R antag-1 | OX1R antag-2 | CHT PAM
- COc1ccccc1NC(=O)COC(=O)c1ccc2c(c1)OCCO2
 : -15 | 7 | nt
- COc1ccc2cc(C(c3nnnn3C3CCCC3)N3CCCCCC3)c3nnnn3c2c1 (centres undefined)
 : -15 | 3 | i
- Cc1ccc(NP(=O)(Nc2ccc(C)cc2)Nc2ccc(C)cc2)cc1
 : -25 | 2 | i
- CCCCCNc1nc(-c2ccccc2)nc(-n2ccnc2)n1
 : -24 | 17 | i
- COc1ccccc1CNc1nc2nc(C)c(Cl)c(=O)n2[nH]1
 : -12 | 9 | i
- CC(C)(C)C(=O)CSc1nc2ncc(Br)cc2[nH]1
 : -11 | 39 | i
- Cc1nnc(SCC(=O)N2CCc3ccccc32)s1
 : 0 | 3 | i
- CCCC(NCC(=O)Nc1cc(S(=O)(=O)N2CCOCC2)ccc1OC)c1ccccc1 (centres undefined)
 : -8 | 0 | nt
- COc1ccc(CCN2CC(C(=O)OCC(=O)N(C)Cc3ccccc3)CC2=O)cc1OC (centres undefined)
 : -10 | 7 | nt
- COc1ccc(C2C=C(C)Nc3ncnn32)cc1 (centres undefined)
 : -1 | 0 | i
- CCCCN(CC)CCNC(=O)C1CCN(S(=O)(=O)c2cccc3nsnc23)CC1
 : -22 | 51* | i
- COc1ccc2nc(COC(=O)c3ccco3)c(C(C)=O)[n+]([O-])c2c1
 : -6 | 125* | i
- CC(=O)N1CCc2c(sc(NC(=O)c3cccc(N4C(=O)CCC4=O)c3)c2C(N)=O)C1
 : -7 | 22 | i
- CCCCCCCC1(C)NC(=O)N(CC(=O)Nc2cc(C)on2)C1=O (centres undefined)
 : -33 | 4 | i
- COc1ccc(-c2c(C(F)(F)F)nn(C)c2NC(=O)c2cccnc2)cc1
 : 22 | 13 | i
- COc1ccc(C=C(c2ccc(OC)cc2)c2ccc(OC)cc2)cc1
 : -24 | 15 | i
- C#CC(CC)(CC)NC(=O)Nc1ccccc1C(=O)OC
 : -9 | 35 | i
- Cc1ccc(-n2c(C)nnc2SCC(=O)N(C)c2c(N)n(Cc3ccccc3)c(=O)[nH]c2=O)cc1
 : 11 | 2 | nt
- CC(=O)NC(Cc1ccc(O)cc1)C(=O)NN (centres undefined)
 : 12 | 24 | i
- O=C(Nc1ccc2c(c1)C(=O)NC2=O)c1ccccc1Cl
 : -4 | 7 | i

Other records.
Second line of a record: OX1R antag-1 | OX1R antag-2 | CHT PAM
- C#CCOCCOCCOCCNc1nc(N2CCN(C(=O)[C@H]([C@@H](C)CC)n3cc([C@@H](N)CO)nn3)CC2)nc(N2CCN(C(=O)[C@H]([C@@H](C)CC)n3cc([C@@H](N)Cc4ccc(O)cc4)nn3)CC2)n1
 : 0 | 5 | i
- CC1CN(C(=O)c2ccc(-c3ccccc3Cl)o2)CC(C)O1 (centres undefined)
 : -14 | 22 | i
- CC1=C(C(=O)N2CCOCC2)C(c2ccc(Br)cc2)NC(=S)N1c1ccccc1 (centres undefined)
 : -22 | 3 | i
- CCOc1ccc(C(=O)N2CCN(c3ccccn3)CC2)cc1OCC
 : -13 | 1 | i
- CNc1oc(-c2ccccc2Cl)nc1P(=O)(c1ccccc1)c1ccccc1
 : -34 | 2 | i
- CCN(CC)C(=O)CCc1nc2sc3c(c2c(=O)[nH]1)CCCC3
 : -15 | 10 | i
- Cc1ccc2ccc3ccc(C)nc3c2n1
 : -17 | 0 | 11*
- O=C(Nc1cccc(Cl)c1)N1CCN(C/C=C/c2ccccc2)CC1
 : -11 | 11 | i
- C=CCn1c(SCC(=O)Nc2ccc(C(=O)O)cc2)nnc1-c1cccnc1
 : -15 | 2 | i
- Oc1ccccc1C=NC1CCCCC1N=Cc1ccccc1O (centres undefined)
 : -5 | 8 | i
- O=C1NCCCC1C(=O)N/N=C/c1ccccc1[N+](=O)[O-] (centres undefined)
 : -4 | 20 | i
- COC(=O)c1cc(S(=O)(=O)NCC2CCN(CCc3cccs3)CC2)c[nH]1
 : 0 | 12 | i
- O=C(COC(=O)CN1C(=O)c2ccccc2C1=O)Nc1ccccc1[N+](=O)[O-]
 : -2 | 24 | nt
- Cc1ccccc1NC(=O)NCc1ccco1
 : 13 | 19 | i
- O=C(CSc1nnc(SCc2ccccc2)s1)N/N=C/c1ccc(Cl)cc1Cl
 : -16 | 5 | i
- COc1ccc(CN2C(=O)CC(Cc3ccc(C)cc3)C2=O)cc1OC (centres undefined)
 : -18 | 23 | i
- CCOC(=O)c1sc(NC(=O)c2ccc(S(=O)(=O)N3CCCCCC3)cc2)nc1-c1ccccc1
 : -17 | 17 | i
- Cc1ccccc1NC(=O)COc1coc(CN2CCCc3ccccc32)cc1=O
 : -18 | 11 | i
- N=c1cc(C2(O)CCCCC2)n2c(nc3ccccc32)s1
 : -13 | 7 | i
- N/C(=N\NC(=O)c1ccccc1)c1cc2ccccc2oc1=O
 : 19 | 24 | i

Next section.
Second line of a record: OX1R antag-1 | OX1R antag-2 | CHT PAM
- CCO[C@H]1OC(C(=O)N2CCN(Cc3ccc4c(c3)OCO4)CC2)=C[C@@H](c2ccc(Br)cc2)[C@@H]1CCCO
 : -14 | 29 | i
- Cc1ccc(NC(=O)Nc2cccs2)c(Cl)c1
 : -10 | 15 | i
- CCCCSc1nc(O)c(C2OC(=O)c3c2ccc(OC)c3OC)c(=O)n1-c1ccccc1 (centres undefined)
 : -4 | 17 | i
- O=C(CN1C(=O)C2C3C=CC(C3)C2C1=O)N1CC=C(c2ccccc2)CC1 (centres undefined)
 : -4 | 25 | i
- Cc1cc(C(=O)C(=O)N(C)C)c(C)n1-c1ccc([N+](=O)[O-])cc1
 : 1 | 34 | i
- Cc1ccc(S(=O)(=O)Nc2ccccc2C(=O)N2CCN(C)CC2)cc1
 : -10 | 17 | i
- Nc1ccc(N(CCO)CCO)cc1
 : -16 | 36 | i
- CCC1(CC)N=C(c2ccccc2)C(=S)N1
 : -22 | 7 | i
- Cc1cccc(C(=O)NCCNC(=O)c2ccccn2)c1
 : -4 | 8 | i
- C=CCNC(=O)c1scc2c1CCCC2
 : 5 | 13 | i
- CCCCn1c(N)c(N(CC(C)C)C(=O)CCC2CCCCC2)c(=O)[nH]c1=O
 : -29 | 22 | i
- O=C1CNC(=O)/C1=C/c1ccc(O)cc1
 : -15 | 31 | i
- CC1CCCCC1NC(=O)Cn1nnc2ccccc2c1=O (centres undefined)
 : 1 | 11 | i
- Cc1ccc(/C=N/Nc2ccc(Cl)c(C(=O)O)c2)s1
 : 7 | 9 | i
- COc1ccccc1N1CC(C)(C)C(=O)N(C(=O)c2c(F)cccc2Cl)C1=S
 : -14 | 15 | i
- CNC(=O)c1ccsc1NC(=O)CS(=O)(=O)c1ccccc1
 : -12 | 21 | i
- CCN(C(=O)Cn1cnc2c1c(=O)n(C)c(=O)n2C)C1CCS(=O)(=O)C1 (centres undefined)
 : -4 | 0 | nt
- O=C(N/N=C1/CCSC1)c1cccc([N+](=O)[O-])c1
 : 5 | 47 | i
- Cc1ccc(OC(=O)CCC(=O)N2CCc3ccccc32)cc1
 : -13 | 13 | i
- Cc1ccc(C(=O)Nc2cc(C(C)C)c(O)c(C(C)C)c2)cc1
 : -6 | 25 | i

Compounds from the list above with bromine (3):
Second line of a record: OX1R antag-1 | OX1R antag-2 | CHT PAM
- CC(C)(C)C(=O)CSc1nc2ncc(Br)cc2[nH]1
 : -11 | 39 | i
- CC1=C(C(=O)N2CCOCC2)C(c2ccc(Br)cc2)NC(=S)N1c1ccccc1 (centres undefined)
 : -22 | 3 | i
- CCO[C@H]1OC(C(=O)N2CCN(Cc3ccc4c(c3)OCO4)CC2)=C[C@@H](c2ccc(Br)cc2)[C@@H]1CCCO
 : -14 | 29 | i

Further records follow.
Second line of a record: OX1R antag-1 | OX1R antag-2 | CHT PAM
- Cc1cc(C)cc(NC(=O)C2CCCN2S(=O)(=O)c2ccc3c(c2)C(C)(C)C(=O)N3C)c1 (centres undefined)
 : -24 | 17 | i
- Cc1ccc(OCCC(=O)O)cc1
 : -12 | 13 | i
- CC(=O)N1c2ccccc2NC2=C(C(=O)CCC2)C1c1ccc(F)cc1 (centres undefined)
 : -6 | 10 | i
- CN(c1ccccc1)S(=O)(=O)c1cccc(NC(=O)CSc2ncc(C(F)(F)F)cc2Cl)c1
 : -21 | 10 | i
- COc1ccc(/C=C/C(O)=C(\C#N)c2nnc(N3CCOCC3)n2-c2ccccc2)cc1OC
 : -24 | 20 | i
- CC1=C(C(=O)Nc2ccccc2)C(c2cccnc2)n2nc(-c3cccnc3)nc2N1 (centres undefined)
 : -17 | 1 | i
- COC(=O)Oc1cncc(C(=O)O)c1
 : -5 | -20 | i
- O=C1CCc2cc(S(=O)(=O)NC3CCCCC3)cc3c2N1CC3
 : -27 | 13 | i
- Cc1ccc(S(=O)(=O)N2CCN(C(=O)Cc3ccsc3)CC2)c(C)c1
 : -20 | 11 | i
- O=C(Cn1nnc(-c2ccccc2)n1)NNC(=O)c1ccc(Br)cc1
 : -3 | 12 | i
- COc1ccc(N(CC(=O)Nc2cc(C)ccc2C)S(=O)(=O)c2c(C)nn(C)c2C)cc1
 : -34 | 16 | i
- O=C(c1ccc(F)cc1)N1CCOCC1
 : -22 | 6 | i
- O=C(CCC(=O)c1ccc(Oc2ccccc2)cc1)Nc1cccc(Cl)c1
 : -10 | 36 | i
- Cc1nc(-c2ccncc2)sc1C(=O)Nc1ccc(Br)cc1
 : -42 | 45 | i
- Cc1ccc(C2(C)NC(=O)N(CC(=O)Nc3ccccc3N3CCCCC3)C2=O)cc1 (centres undefined)
 : -30 | 2 | i
- CCc1c(C)nc2nc(SCc3ccccc3Cl)[nH]n2c1=O
 : -10 | 26 | i
- N#Cc1c2n(cnc1=O)CCCCC2
 : -5 | -2 | i
- CC1CN(c2nn3c(=O)c4ccccc4nc3c3ccccc23)CC(C)O1 (centres undefined)
 : -24 | 7 | i
- CCOC(=O)/C(C#N)=N\Nc1ccc(S(=O)(=O)Nc2nc(C)cc(C)n2)cc1
 : -2 | 21 | i
- O=S(=O)(/C=C/c1ccccc1)Nc1ccc(N2CCOCC2)cc1
 : 4 | 23 | i

Quoted from above (five entries):
Second line of a record: OX1R antag-1 | OX1R antag-2 | CHT PAM
- COc1ccccc1NC(=O)COC(=O)c1ccc2c(c1)OCCO2
 : -15 | 7 | nt
- COc1ccc2cc(C(c3nnnn3C3CCCC3)N3CCCCCC3)c3nnnn3c2c1 (centres undefined)
 : -15 | 3 | i
- Cc1ccc(NP(=O)(Nc2ccc(C)cc2)Nc2ccc(C)cc2)cc1
 : -25 | 2 | i
- CCCCCNc1nc(-c2ccccc2)nc(-n2ccnc2)n1
 : -24 | 17 | i
- COc1ccccc1CNc1nc2nc(C)c(Cl)c(=O)n2[nH]1
 : -12 | 9 | i

4 compounds out of the list, sorted by count of non-hydrogen atoms, ascending:
Second line of a record: OX1R antag-1 | OX1R antag-2 | CHT PAM
- Cc1nc(-c2ccncc2)sc1C(=O)Nc1ccc(Br)cc1
 : -42 | 45 | i
- COc1ccc(C=C(c2ccc(OC)cc2)c2ccc(OC)cc2)cc1
 : -24 | 15 | i
- COC(=O)c1cc(S(=O)(=O)NCC2CCN(CCc3cccs3)CC2)c[nH]1
 : 0 | 12 | i
- COc1ccc(/C=C/C(O)=C(\C#N)c2nnc(N3CCOCC3)n2-c2ccccc2)cc1OC
 : -24 | 20 | i

Remaining list, next part.
Second line of a record: OX1R antag-1 | OX1R antag-2 | CHT PAM
- CN(C(=O)CSc1ncnc2sc3c(c12)CCC3)C1CCS(=O)(=O)C1 (centres undefined)
 : -10 | 9 | nt
- Cc1nnc(SCCC(=O)Nc2ccc(F)cc2)s1
 : 0 | 21 | i
- COc1ccc(Cn2ccc(=O)c(Cc3c(Cl)cccc3Cl)c2C)cc1
 : -14 | 6 | i
- COc1cc(OC)cc(C(=O)NN2CCCCC2)c1
 : 9 | 13 | i
- COc1ccc(C2=Nn3c(nnc3-c3ccc(OC)cc3)SC2)cc1
 : -23 | 7 | i
- COc1cccc(Cl)c1NC(=O)N1CCc2c([nH]c3ccccc23)C1C(F)(F)F (centres undefined)
 : -25 | 10 | i
- CC(=O)c1cccc(CN2CCC(C(=O)Nc3ccc(-c4cccc(C)c4)cc3)CC2)c1
 : -8 | -4 | i
- Cc1nnn(-c2nonc2N)c1C(=O)N/N=C/c1cccc2ccccc12
 : -3 | 6 | i
- C=CCn1c2ccccc2c2nnc(SC(CC)C(=O)Nc3sc4c(c3C#N)CCCC4)nc21 (centres undefined)
 : -23 | 22 | i
- COc1cc(Cl)c(S(=O)(=O)N2CCOCC2)cc1Cl
 : -11 | 12 | i
- O=C(NC1CCCc2c1cnn2-c1ccccc1F)c1ccccc1N1CCOCC1 (centres undefined)
 : -11 | 14 | i
- Cc1ccc2c(c1)NCC(C(=O)NCc1ccccc1)O2 (centres undefined)
 : -19 | 3 | i
- O=C(CSc1nc2nn(-c3ccccc3)c(=O)c-2c2n1CCCCC2)c1ccc(O)c(O)c1
 : -32 | 10 | nt
- CCCCCCc1cc2cc(S(=O)(=O)c3ccc(F)c(Cl)c3)c(=O)oc2cc1O
 : 6 | 21 | i
- O=C(CNC(=O)c1ccc(Br)o1)Nc1cccc(S(=O)(=O)N2CCOCC2)c1
 : -14 | 7 | i
- O=C(Cc1ccc2c(c1)OCCO2)N1CCN(S(=O)(=O)c2cccc(C(F)(F)F)c2)CC1
 : -7 | 17 | i
- N#Cc1ccccc1OCC(=O)OCC(=O)NCc1ccc2c(c1)OCO2
 : -7 | 2 | nt
- CC(=O)CC(c1ccccc1)c1c(O)c2ccccc2oc1=O (centres undefined)
 : -8&-2&-9 | 10&10&10 | i

Screening results from PubChem BioAssay.

An unsorted share of the library; overall some 2.5% were active at least once.
